WT yeast gro inh: growth inhibition of WT yeast, mitochondrial fusion screen. mitochondrial fusion phenotypic screen, WT strain. inhibition, % at 10 µM. 2.1% of 190,000 active. AID 1362; in the data active = inhibition above about 58%; tested in S. cerevisiae
Salmonella PhoP GFP: PhoP-dependent GFP reporter repression – Salmonella Typhimurium, primary screen (AID 1863) | S. Typhimurium PhoP-regulated promoter GFP reporter, 4 h; higher % means a stronger effect | one-dose inhibition, % at 50 µM; IC50 in µM for titrated hits | 0.16% of 300,000 active;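 active = inhibition over 29.93%, a cutoff 3 SD above the screen mean, later confirmed by dose response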;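 note: 0% = low Mg2+ inducing control and 100% = high Mg2+ repressing control; strong numbers were not always called active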
Myeloid diff MLP: compounds promoting myeloid differentiation. ER-HoxA9 myeloid progenitors, lysozyme-GFP differentiation, flow cytometry. calls only at 10 µM. 1% of 360,000 active;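 active = normalized GFP-positive differentiation at or above the plate's own cutoff, the solvent-only control mean plus 3 SD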;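 note: cells exposed to compound for four days before flow analysis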
TNAP activators: human TNAP enzyme activators, primary screen, biochemical, luminescent, no phosphate acceptor, uHTS (AID 1001). purified TNAP, luminescent activation assay, no phosphate acceptor; higher activation fold means a stronger effect. activation fold at 20 µM, or EC50 in µM where a hit was titrated. 0.03% of 200,000 active; in the data active = activation fold from about 3, or a potency from the dose series; inactive = the rest, 99 in 100 with activation fold below about 1.6; note: many of its hits are not listed in these tables
RSV CPE inhibition: inhibition of RSV-induced cytopathic effect – HEp-2 cells, primary 10 µM value included (AID 2391); HEp-2 cells, RSV-induced CPE inhibition; higher % means a stronger effect; CPE inhibition, % at 10 µM, or IC50 in µM where a hit was titrated; 0.13% of 310,000 active; in the data active = a potency from the dose series; note: strong numbers were not always called active
XIAP displacement: small molecules displacing peptide from XIAP – biochemical, IAP family, fluorescence polarization (AID 1018). 0.007% of 200,000 active. XIAP BIR domain, fluorescence polarization peptide displacement; higher % means a stronger effect. displacement, % at 20 µM; hits with a dose series show IC50 in µM; in the data active = displacement above about 50%; note: a part of the inactive calls stands beside numbers as strong as those of hits
human PMI inhibition: inhibitors of human PMI, primary screen, biochemical, fluorescence intensity, coupled assay (AID 1209); purified PMI enzyme, coupled fluorescence intensity; higher % means a stronger effect; one-dose inhibition, % at 20 µM; IC50 in µM for titrated hits; 0.42% of 190,000 active;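 note: plate controls were DMSO vehicle for no effect and wells lacking substrate for full effect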
SIAH1 antagonists: blockers of Siah-1 interaction with plectin peptide – biochemical, fluorescence polarization, rhodamine-plectin, uHTS, primary screen (AID 1817). Siah-1 / rhodamine-plectin peptide fluorescence polarization; higher % means a stronger effect. one-dose displacement, % at 20 µM; IC50 in µM for titrated hits. 0.02% of 290,000 active;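 active = displacement of at least 50% at 20 µM, with a fluorescence ratio check between 0.3 and a set limit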;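 note: plate controls were Siah plus tracer with DMSO for no effect and tracer alone without Siah for full effect; strong numbers were not always called active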
PMI inhibition: MPI inhibition at elevated mannose 6-phosphate – biochemical, fluorescence intensity, high mannose 6-phosphate, primary screen (AID 1220); one-dose inhibition, % at 20 µM; IC50 in µM for titrated hits; recombinant PMI enzyme, coupled fluorescence intensity; higher % means a stronger effect; 0.66% of 190,000 active
WT yeast gro inh mutant strain: recorded beside WT yeast gro inh, whose call it bears; inhibition, %; mitochondrial fusion phenotypic screen, mutant strain inhibition
Myeloid diff MLP GFP+ MAC1+ %: also measured in Myeloid diff MLP; calls as there; GFP+ MAC1+ double positive, %; measured here: differentiation confirmed by MAC1 staining
An asterisk follows results filed as active; i = inactive; / = no result given; + = active, no number; & = joins results of further samples. Cut-off read from the data, not from the text of the source, unless noted: active = inhibition above about 50%; inactive = the rest.

SMILES	WT yeast gro inh	WT yeast gro inh mutant strain	Salmonella PhoP GFP	Myeloid diff MLP	Myeloid diff MLP GFP+ MAC1+ %	TNAP activators	RSV CPE inhibition	XIAP displacement	human PMI inhibition	SIAH1 antagonists	PMI inhibition
CCOC(=O)c1ccc(S(=O)(=O)N2CCN(CC3CC=CCC3)CC2)cc1 (stereo unspecified)	-26	0	-5%	i	1.0	1.1	13%	-2.7%	-1%	0%	2%
CC1CCN(CCCNC(=O)CN2C(=O)CSc3ccc(S(=O)(=O)N4CCOCC4)cc32)CC1	/	/	-13%	i	4.4	/	-0.3%	/	/	-7%	/
Cc1ccc(N2CC(C(N)=O)CC2=O)cc1 (stereo unspecified)	2	5	-2%	i	1.6	1.1	0.0%	-15%	-16%	4%	-28%
Cc1nn(-c2ccccc2)c(C)c1C(=O)Nc1nnc(-c2ccco2)o1	4	0	-12%	i	1.2	1.3	0.3%	-2.4%	-3%	1%	-4%
CCC(=O)c1ccc(N2CCN(S(=O)(=O)c3ccccc3)CC2)c(F)c1	2	3	0%	i	0.5	1.1	-1.6%	-2.8%	-8%	-1%	-9%
CN(C)S(=O)(=O)N1CCN(CC(O)COc2ccc3cc(Br)ccc3c2)CC1 (stereo unspecified)	98*	98*	-3%	i	0.6	1	8.6%	-5.3%	1%	-1%	-4%
COc1ccc(-c2nnc(SCC(=O)N3CCOCC3)o2)cc1OC	-5	-7	8%	i	2.0	1.2	0.1%	-2.6%	2%	4%	5%
CCOC(=O)C/C(C)=N/NC(=O)CNc1cccc(Cl)c1C	3	1	6%	/	/	1.3	-1.6%	-1.5%	0%	3%	-1%
COc1ccccc1N(CC(=O)NC1CCCCC1)C(=O)CCC(=O)Nc1nccs1	/	/	-3%	i	0.6	/	9.9%	/	/	-1%	/
Cc1cc(C)n(C(CC(=O)N2CCc3ccccc3C2)C(=O)O)n1 (stereo unspecified)	2	3	-5%	+	2.7*	1.1	1.4%	-9.2%	-7%	5%	0%
O=S(=O)(c1ccc(Br)cc1)c1nc(-c2ccccc2)oc1NCc1cccnc1	-18	-17	2%	i	3.4	1.1	2.3%	-6.5%	17%	-3%	11%
CCOC(=O)N1CCN(C(=O)C2CCN(S(=O)(=O)N(CC)CC)CC2)CC1	4	-5	5%	i	6.4	1	1.2%	-3.4%	-12%	-3%	-10%
CSc1nnc(NC(=O)C2CCCCC2)s1	7	3	4%	i	2.3	1.1	1.8%	-1.6%	11%	0%	9%
Cc1cc(NC(=O)COC(=O)COc2cccc3c2OC(C)(C)C3)no1	-12	30	-1%	i	0.4	1	1.5%	-1.1%	-1%	-2%	7%
Cc1ccc(C)c(N=Cc2c(O)c3ccccc3oc2=O)c1	/	/	-7%	i	0.1	/	1.7%	/	/	-4%	/
CCCn1c(SCC(=O)NC(C)(C)C)nnc1-c1ccco1	-27	-11	/	i	0.1	1.1	1.7%	-5.3%	4%	12%	-1%
Cc1cc(NC(=O)Cn2cnc3c(nnn3-c3cccc(F)c3)c2=O)no1	6	-7	-3%	i	0.4	1	3.3%	-11%	6%	1%	0%
O=C(CCn1cnc2ccccc2c1=O)Nc1ccc(Cl)c(Cl)c1	/	/	-8%	i	0.3	1.1	3.7%	-4.6%	4%	-2%	0%
Cc1ccc(OCCNC(=O)c2ccc3c(c2)OCO3)cc1	/	/	2%	i	0.0	/	0.1%	/	/	12%	/
Cc1cc(C)c2nc(NC(=O)c3ccc4c(c3)OCO4)sc2c1	14	-22	7%	i	11	0.9	-1.0%	-1.8%	-6%	1%	-1%
C/C(=N\NC(=O)c1ccccc1Br)c1ccc(N2CCOCC2)cc1	-5	2	-7%	i	0.1	1.1	2.4%	-5.5%	-5%	5%	-5%
N#C/C(=C\c1ccccc1)C(=O)NCCN1CCOCC1	-11	13	-5%	i	0.1	1	-0.4%	-5.7%	-3%	2%	3%
CC(Sc1nncs1)C(=O)NC1CCCCC1C (stereo unspecified)	/	/	8%	i	0.3	/	0.7%	/	/	-3%	/
COc1ccccc1-c1ccc(NC2CCCC2)nn1	-1	-7	0%	i	0.6	1.1	3.4%	-2.3%	4%	-1%	6%
COCCSc1nnc(NS(=O)(=O)c2ccc(C)cc2)s1	-11	1	-8%	i	0.4	1	-0.6%	-3.3%	-3%	15%	-13%
CC1(C)S/C(=N/N=C/c2cccs2)NC1=O	-9	-7	1%	i	0.7	1	3.7%	-7.5%	-12%	1%	-4%
CC1=C2C(CCS2(=O)=O)CC2(C1)C(=O)OC(C)(C)OC2=O (stereo unspecified)	-14	-15	0%	i	0.4	1	1.9%	-3.5%	-6%	1%	4%
COc1ccc(N2CCN(C(=O)c3cc(=O)c4cc(C)ccc4o3)CC2)cc1	/	/	-6%	i	0.6	/	6.9%	/	/	4%	/
Nc1cccnc1Sc1cccc(Cl)c1	52	-7	10%	i	1.8	1.1	1.4%	-5.0%	38%	-4%	/
CC1(NC(=S)NCCCCCCNC(=S)NC2(C)CCS(=O)(=O)C2)CCS(=O)(=O)C1 (stereo unspecified)	/	/	-6%	i	0.8	/	1.4%	/	/	4%	/
O=C(CCNC(=O)Cn1ccc2ccccc2c1=O)NCCC1=CCCCC1	0	7	5%	i	0.2	1	0.5%	-2.1%	-4%	-3%	-5%
COc1ccccc1OCc1nnc(SCC(=O)Nc2ccc(C)cc2)n1C	15	23	-5%	i	0.6	1.2	1.9%	2.6%	6%	4%	13%
Cn1c(NC(=O)c2ccccc2NC(=O)C(C)(C)C)nc2ccccc21	25	7	0%	i	3.9	1.2	3.1%	-2.5%	21%	3%	19%
CCOC(=O)c1sc2nc(C)cc(C)c2c1N	-16	-25	-3%	i	1.0	1	1.2%	-3.4%	-2%	1%	-4%
CN(C)CCCOC(=O)COc1ccc(C(C)(C)C)cc1	-4	1	14%	i	0.1	1.1	0.7%	-1.4%	-4%	-3%	-1%
COC(=O)NC(C)N1C(=O)C2C3C=CC(C3)C2C1=O (stereo unspecified)	12	-1	-2%	i	0.7	1.1	5.2%	-2.1%	-2%	-12%	-4%
CC(C)OCCCNC(=O)c1cc2c(s1)CS(=O)(=O)C2	-11	-25	-4%	i	0.5	1.2	0.5%	-1.8%	6%	6%	15%
CS(=O)(=O)Nc1ccc(N2CCN(c3ccc(C(F)(F)F)cn3)CC2)nc1	/	/	-1%	i	0.0	/	5.5%	/	/	-5%	/
CC(C)CC(=O)NNC(=S)NCc1ccco1	17	17	-11%	i	0.6	2.3	1.1%	-5.7%	-5%	-5%	-3%
CCc1ccccc1NC(=O)NCc1cccnc1	/	/	3%	i	0.7	/	1.1%	/	/	2%	/
CCOC(=O)N1CCN(C(=O)c2cn(-c3ccc(C)c(C)c3)c(=O)c3ccccc23)CC1	5	2	0%	i	0.5	1	/	1.5%	12%	3%	14%
O=C(NCC1CCCCC1)c1ccc(Br)o1	/	/	1%	i	0.5	/	2.4%	/	/	-1%	/
Cc1noc(C)c1CSCc1ccc(Cl)cc1	10	12	-5%	i	0.1	1.1	-1.0%	-0.1%	7%	11%	2%
Cc1nc(C)c(C(=O)NCc2ccccc2Cl)o1	-16	3	0%	i	2.8	1	-1.5%	-4.6%	3%	-2%	-4%
CCCc1nn2c(N)c(/C=C3\C=Nc4ccccc43)c(=O)nc2s1	3	-28	-1%&-36%	i	0.7&0.6	0.4	0.6%&7.4%	-3.3%	-5%	3%&-1%	0%
COc1ccc(OCc2cc(C(=O)NCC3CCCCO3)no2)c(Cl)c1 (stereo unspecified)	/	/	0%	i	1.6	/	3.8%	/	/	2%	/
O=C(Nc1ccccc1C(=O)N1CCOCC1)C1CCCO1 (stereo unspecified)	-8	-7	3%	i	0.7	1.1	0.8%	-2.5%	12%	-3%	4%
O=c1cc(NCc2ccccc2)c2ccccc2o1	3	-6	0%	i	0.6	1.1	1.1%	-0.6%	10%	0%	-2%
Cc1csc(SCC(=O)Nc2sccc2C#N)n1	21	16	-11%	i	1.0	1.2	1.1%	-1.2%	-12%	43%	-2%
Cc1ccc(-c2nn(CC(=O)NCCN3CCOCC3)c(=O)c3ccccc23)cc1	-5	-9	-6%	i	0.5	1.1	1.8%	-0.9%	4%	6%	3%

Three entries from above, ordered by molecular weight, high to low.
SMILES	WT yeast gro inh	WT yeast gro inh mutant strain	Salmonella PhoP GFP	Myeloid diff MLP	Myeloid diff MLP GFP+ MAC1+ %	TNAP activators	RSV CPE inhibition	XIAP displacement	human PMI inhibition	SIAH1 antagonists	PMI inhibition
COc1ccccc1OCc1nnc(SCC(=O)Nc2ccc(C)cc2)n1C	15	23	-5%	i	0.6	1.2	1.9%	2.6%	6%	4%	13%
COc1ccc(OCc2cc(C(=O)NCC3CCCCO3)no2)c(Cl)c1 (stereo unspecified)	/	/	0%	i	1.6	/	3.8%	/	/	2%	/
Cc1ccc(N2CC(C(N)=O)CC2=O)cc1 (stereo unspecified)	2	5	-2%	i	1.6	1.1	0.0%	-15%	-16%	4%	-28%

The list continues:
SMILES	WT yeast gro inh	WT yeast gro inh mutant strain	Salmonella PhoP GFP	Myeloid diff MLP	Myeloid diff MLP GFP+ MAC1+ %	TNAP activators	RSV CPE inhibition	XIAP displacement	human PMI inhibition	SIAH1 antagonists	PMI inhibition
Cc1ccc(C(=O)N2CCC3(CC2)Oc2ccc(Cl)cc2C(=O)C32CC(c3ccccc3)=NO2)s1 (stereo unspecified)	/	/	-5%	i	0.7	/	4.2%	/	/	13%	/
CN(C)S(=O)(=O)c1cccc(NC(=O)COC(=O)CCC(=O)c2cccs2)c1	-12	6	8%	i	0.3	1.1	-1.3%	-11%	-4%	0%	4%
COc1ccc(-n2c(SCC(=O)Nc3ccc4c(c3)OCO4)nnc2C(C)N2CCCCC2)cc1 (stereo unspecified)	18	25	-1%	i	2.0	1.1	0.6%	-1.3%	7%	-4%	6%
COc1cc([N+](=O)[O-])ccc1NC(=S)NNC(=O)CCC(=O)Nc1ccccc1Cl	/	/	-4%	i	0.3	/	4.3%	/	/	10%	/
Cc1onc(-c2ccccc2Cl)c1C(=O)Nc1ccc(-n2nncc2C(C)(C)C)cc1	17	29	1%	i	1.4	1.1	/	-7.1%	22%	-4%	21%
O=[N+]([O-])c1nn(-c2ccc3c(c2)OCCO3)n(O)c1=NCc1ccccc1Cl	13	14	1%	i	5.1	1	3.9%	-20%	11%	3%	10%
NC(=O)C[C@@H]1NC(=O)c2cc([N+](=O)[O-])cc(F)c2NCCCC[C@@H](C(N)=O)NC(=O)[C@H](CO)NC1=O	25	-8	4%	/	/	1	/	-7.0%	-2%	-7%	3%
CN(c1ccccc1)S(=O)(=O)c1cccc(C(=O)Nc2ncn[nH]2)c1	/	/	-13%	i	1.2	/	3.5%	/	/	5%	/
O=C(Cn1cnc2c(nnn2Cc2ccc(Cl)cc2)c1=O)NC1CCCC1	-16	-8	-14%	i	6.1	1.2	1.1%	0.3%	3%	-2%	-1%
COc1nnc(-c2ccc(N3CCCCC3)c(NC(C)=O)c2)c2ccccc12	-1	-8	3%	i	2.4	1.1	4.6%	-7.3%	-5%	-1%	-9%
Cc1cc(NC(=O)COc2ccc(N(C)S(=O)(=O)c3ccccc3)cc2)no1	7	-25	2%	i	0.6	1.1	0.2%	-5.4%	7%	1%	2%

Screening results (PubChem BioAssay)
